# Salmonella PhoP GFP: PhoP-dependent GFP reporter repression – Salmonella Typhimurium, primary screen (AID 1863). inhibition, % at 50 µM, or IC50 in µM where a hit was titrated. 0.16% of 300,000 active. S. Typhimurium PhoP-regulated promoter GFP reporter, 4 h; higher % means a stronger effect;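 active means inhibition over 29.93%, a cutoff 3 SD above the screen mean, later confirmed by dose response; inconclusive means inhibition over 29.93% but no dose response follow-up; inactive means inhibition at most 29.93% or unconfirmed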;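 further: 0% = low Mg2+ inducing control and 100% = high Mg2+ repressing control; strong numbers were not always called active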
# LYP inhibition: PTPN22 lymphoid phosphatase activity blockers – biochemical, fluorescence intensity, uHTS (AID 1779). one-dose inhibition, % at 11.5 µM; IC50 in µM for titrated hits. recombinant LYP phosphatase, fluorescence intensity; higher % means a stronger effect. 0.054% of 290,000 active; in the data active means inhibition above about 50%;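 further: plate controls were vehicle with enzyme for no effect and no enzyme for full effect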
# RSV CPE inhibition: RSV antiviral activity via CPE protection, HEp-2 cells, primary 10 µM value included (AID 2391); HEp-2 cells, RSV-induced CPE inhibition; higher % means a stronger effect; CPE inhibition, % at 10 µM; hits with a dose series show IC50 in µM; 0.13% of 310,000 active; in the data active means a potency from the dose series; inconclusive means CPE inhibition mostly from about 23% at the one dose, without a potency; inactive means the rest, 99 in 100 with CPE inhibition below about 21%; further: strong numbers were not always called active
# CSM14.1 death rescue: protection against thapsigargin-triggered cell killing – 384-well, CSM14.1, ATP luminescence, primary screen (AID 1222) | cellular ATP content (survival), % at 20 µM, or EC50 in µM where a hit was titrated | 190,000 tested, under 10 active | CSM14.1 thapsigargin-induced death rescue, ATP luminescence; higher % means a stronger effect;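 active means EC50 below 50 µM in the dose-response confirmation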;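 further: death triggered by thapsigargin at about 15 µM added after 2 h compound pretreatment; cell ATP read after overnight thapsigargin exposure of roughly 18 to 22 hours; normalized against plate controls of thapsigargin alone and 5% DMSO vehicle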
# Dengue-2 NS5 capping: Dengue-2 NS5 methyltransferase inhibitors, primary screen, biochemical, confirmation dose response (AID 588689); Dengue-2 NS5 methyltransferase capping enzyme assay, biochemical; higher % means a stronger effect; 0.3% of 340,000 active; one-dose inhibition, % at 25 µM; IC50 in µM for titrated hits; in the data active means a potency from the dose series; inconclusive means inhibition above about 29% without an active follow-up result
# GPR35 antagonists: GPR35 antagonists blocking zaprinast-driven arrestin recruitment, primary screen, imaging, U2OS, beta-arrestin-GFP, zaprinast agonist (AID 2058). U2OS GPR35 beta-arrestin-GFP translocation imaging, zaprinast antagonism; higher % means a stronger effect. one-dose inhibition, % at 10 µM; IC50 in µM for titrated hits. 0.052% of 290,000 active;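 active means inhibition of at least 50% with at least 30 cells and total cytoplasm GFP at most 10,000,000; inconclusive means under 30 cells or total GFP of 10,000,000 plus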
# SV40 large T antigen: TAg ATPase/helicase activity blockers – biochemical (AID 1903). SV40 large T antigen ATPase/helicase inhibition assay; higher % means a stronger effect. one-dose inhibition, % at 20 µM; IC50 in µM for titrated hits. 0.39% of 310,000 active; in the data active means a potency from the dose series; inconclusive means inhibition mostly from about 32% at the one dose, without a potency; inactive means the rest, 99 in 100 with inhibition below about 32%; further: strong numbers were not always called active
# Rac1 GTP hydrolysis: MgcRacGAP GTPase-activating activity inhibitors, confirmation, biochemical, ADP Hunter fluorescence; MgcRacGAP-stimulated Rac1 GTP hydrolysis, ADP Hunter fluorescence; higher % means a stronger effect; GST-tagged Rac1 F28L mutant substrate; AID 624330; one-dose inhibition, % at 30 µM; IC50 in µM for titrated hits; 0.6% of 340,000 active;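 active means first-screen hits whose inhibition reached a set limit at any dose in the follow-up dose series; inconclusive means inhibition above the set first-screen limit but never retested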;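 further: fluorescence reports GDP produced by GAP-driven GTP hydrolysis; strong numbers were not always called active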
# West Nile antiviral: inhibition of WNV-induced cytopathic effect – cell-based, CPE readout (AID 1621). West Nile virus-infected cells, CPE inhibition; higher % means a stronger effect. CPE inhibition, % at 10 µM; hits with a dose series show IC50 in µM. 0.02% of 290,000 active; in the data active means a potency from the dose series; inconclusive means CPE inhibition mostly from about 3.7% at the one dose, without a potency; inactive means the rest, 99 in 100 with CPE inhibition below about 2.2%; further: strong numbers were not always called active
# Dengue-2 NS5 capping pilot replicate: recorded beside Dengue-2 NS5 capping, whose call it bears; inhibition, %; measured here: pilot screen replicate inhibition
# Numbers without * were called inactive; u = inconclusive; x = no result given.
SMILES,Salmonella PhoP GFP,LYP inhibition,RSV CPE inhibition,CSM14.1 death rescue,Dengue-2 NS5 capping,GPR35 antagonists,SV40 large T antigen,Rac1 GTP hydrolysis,West Nile antiviral,others
Cc1ccc(C(=O)C2Oc3ccccc3C3CC(c4ccc(C)cc4)=NN23)cc1 (stereo not drawn),-3%,3%,4.0%,-1.9%,1%,11%,0%,7%,-0.8%,
Cc1cc2sc3ccc(C#CC4(O)CCCCC4)cc3c(=O)c2cc1C,x,x,-3.8%,x,-6%,x,3%,5%,0.0%,
COc1cccc(C(=O)NC(C)c2cccc3ccccc23)c1OC (stereo not drawn),1%,-8%,3.5%,x,0%,10%,3%,8%,-1.8%,
Cc1cccc(C)c1NC(=O)c1ccc2c(c1)CCN2S(C)(=O)=O,-2%,-9%,2.7%,x,-7%,22%,8%,9%,-0.8%,
Cc1cc(SC(C)C(=O)Nc2ncc(Cl)cc2Cl)nc2ccccc12 (stereo not drawn),2%,-2%,2.5%,-2.5%,-1%,1%,1%,2%,-0.9%,
CC1=CC(=C(C#N)c2nc3ccccc3s2)C=C(C)N1CC1CCCO1 (stereo not drawn),1%,3%,u,2.1%,-7%,3%,10%,16%,-1.8%,
COc1cccc(OCC(=O)NC2CCCCC2)c1,8%,-11%,1.2%,0.8%,-7%,14%,11%,14%,-0.3%,
Cc1ccc2[nH]c(=O)c(-c3nc4ccccn4c3NCc3ccco3)cc2c1,-3%,2%,-2.6%,-2.5%,7%,-3%,26%,7%,0.6%,Dengue-2 NS5 capping pilot replicate=-5.9
COP(=O)(OC)c1nc(-c2cccc3ccccc23)oc1NCCc1ccccc1,-10%,-10%,2.2%,-0.6%,-9%,-4%,0%,-1%,-0.3%,
Cc1cccc(C(=O)Nc2ccc(NC(=O)c3ccccc3)cc2)c1,-4%,-8%,4.2%,x,0%,4%,2%,13%,-0.8%,
COc1cccc(/C=N/NC(=O)c2[nH]nc3c2CCc2ccccc2-3)c1,-10%,1%,3.2%,x,x,9%,18%,x,-0.4%,
COC(=O)c1cn(NC(=O)/C=C/c2cc(OC)ccc2OC)c(=O)c2ccccc12,8%,4%,2.6%,-1.5%,-8%,1%,19%,4%,-0.1%,
COc1ccc(/C=C/C2=CC(C)(C)NC(=S)N2)cc1,-6%,0%,0.4%,-1.9%,-5%,-1%,4%,6%,-1.2%,
CCc1noc(C)c1C(=O)Nc1ccccc1C(C)(C)C,0%,-8%,0.7%,x,-3%,-2%,7%,6%,1.1%,
Cc1ccccc1C(=O)NNC(=O)CSc1nnc(-c2ccncc2)n1-c1ccccc1,7%,-3%,0.1%,0.2%,-8%,-5%,-2%,7%,0.1%,
OCCc1c[nH]c2ccccc12,3%,-11%,1.8%,x,9%,1%,5%,-10%,-0.3%,
COc1ccc(CNC(=O)[C@H](C)NC(=O)[C@@H]2Cc3ccccc3CN2)cc1,-2%,-7%,2.0%,x,-2%,-14%,14%,7%,0.4%,
Cc1c(C(c2ccc(Br)cc2)c2c(C)n(C)n(-c3ccccc3)c2=O)c(=O)n(-c2ccccc2)n1C,6%,-5%,-0.8%,x,-5%,7%,-5%,-13%,-0.9%,Dengue-2 NS5 capping pilot replicate=2.4
CC(C)Cn1nc(-c2ccccc2)c2ccccc2c1=O,-3%,-3%,1.9%,x,3%,3%,6%,6%,-0.3%,
Cc1ccc(NNC(=O)c2ccno2)cc1Cl,8%,-3%,x,x,1%,24%,20%,-24%,-0.4%,
Cc1ccccc1CN1CCNC(=O)C1CC(=O)NC1CCCCCCC1 (stereo not drawn),2%,-3%,3.2%,x,-3%,8%,18%,-7%,-1.1%,
COc1cccc(OC)c1OCC(O)CN1CCN(c2ccccc2)CC1 (stereo not drawn),6%,-5%,0.4%,-1.9%,-5%,13%,-6%,5%,-0.2%,
NC(=O)C(c1ncc(C(F)(F)F)cc1Cl)c1c(Cl)cccc1Cl (stereo not drawn),-8%,-7%,1.1%,-2.2%,3%,12%,-2%,4%,-1.1%,

# Six entries picked at random from the list so far:
SMILES,Salmonella PhoP GFP,LYP inhibition,RSV CPE inhibition,CSM14.1 death rescue,Dengue-2 NS5 capping,GPR35 antagonists,SV40 large T antigen,Rac1 GTP hydrolysis,West Nile antiviral,others
COc1cccc(C(=O)NC(C)c2cccc3ccccc23)c1OC (stereo not drawn),1%,-8%,3.5%,x,0%,10%,3%,8%,-1.8%,
Cc1cccc(C(=O)Nc2ccc(NC(=O)c3ccccc3)cc2)c1,-4%,-8%,4.2%,x,0%,4%,2%,13%,-0.8%,
OCCc1c[nH]c2ccccc12,3%,-11%,1.8%,x,9%,1%,5%,-10%,-0.3%,
Cc1ccccc1C(=O)NNC(=O)CSc1nnc(-c2ccncc2)n1-c1ccccc1,7%,-3%,0.1%,0.2%,-8%,-5%,-2%,7%,0.1%,
COc1cccc(OCC(=O)NC2CCCCC2)c1,8%,-11%,1.2%,0.8%,-7%,14%,11%,14%,-0.3%,
Cc1ccc(C(=O)C2Oc3ccccc3C3CC(c4ccc(C)cc4)=NN23)cc1 (stereo not drawn),-3%,3%,4.0%,-1.9%,1%,11%,0%,7%,-0.8%,

# Screening results: PubChem BioAssay, several laboratories
